Bioassay records: PubChem, several laboratories
MRP-1 activ – MRP-1 activation | H69AR cells + doxorubicin, viability rescue, CellTiter-Glo | viability increase, % at 10 µM | actives 0.61% (n = 140,000) | AID 799;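 active = viability gain under doxorubicin at or above a set limit, the compound median plus 3 SD, cut at about 4.7% in these data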;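 also: MRP-1 overexpressing cells given doxorubicin 25 µM after compound pretreatment; 18-22 h compound pretreatment then 72 h with doxorubicin before readout; 0% = doxorubicin-only wells and 100% = vehicle-treated cells without doxorubicin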
GALR2 blocker – antagonists of human galanin receptor 2 (GALR2). actives 0.39% (n = 140,000). AID 828. inhibition, % at 4 µM. GALR2-expressing cells, antagonist mode; in the data active = inhibition above about 27%;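 also: cells stimulated with galanin 1-16 at roughly its EC80; 0% = agonist challenge control and 100% = basal control without agonist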
NPY-Y2 antag – blocks the human neuropeptide Y Y2 receptor; NPY-Y2 expressing cells, antagonist mode; P49146; actives 0.99% (n = 140,000); AID 793; inhibition, % at 2.7 µM; in the data active = inhibition above about 17%;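 also: 0% = vehicle with agonist challenge and 100% = reference antagonist with challenge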
Target sequence (P49146 whole entry, looked up): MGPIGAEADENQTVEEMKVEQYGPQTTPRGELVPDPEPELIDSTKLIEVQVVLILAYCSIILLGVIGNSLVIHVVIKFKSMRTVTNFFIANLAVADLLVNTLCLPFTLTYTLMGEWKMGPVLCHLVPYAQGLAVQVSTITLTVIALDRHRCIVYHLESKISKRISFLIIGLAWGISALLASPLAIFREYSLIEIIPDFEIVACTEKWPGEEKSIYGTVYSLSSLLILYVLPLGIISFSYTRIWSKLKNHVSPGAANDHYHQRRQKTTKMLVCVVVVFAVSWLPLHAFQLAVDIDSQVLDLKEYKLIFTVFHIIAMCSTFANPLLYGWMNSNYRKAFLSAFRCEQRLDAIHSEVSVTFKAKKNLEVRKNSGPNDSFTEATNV
Measles CPE – protection of cells from measles virus; Measles virus-infected cells, CPE protection, absorbance; protection (pct of control), % at 4 µM; actives 1.5% (n = 140,000); AID 841; in the data active = protection mostly above about 24%, no sharp cut-off; inactive = mostly below about 26%; also: some compounds called inactive have numbers as strong as hits
E-sel TNF inh – TNF alpha driven E-selectin expression inhibition | HUVEC TNFa-induced E-selectin immunofluorescence, high content | inhibition, % at 2 µM | actives 0.71% (n = 120,000);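 active = inhibition above the batch mean plus 3 SD, and confirmed as a hit on visual image review, cut at about 43% in these data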;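 also: 0% = TNF-stimulated DMSO wells and 100% = unstimulated control wells; not every result past the cut was called active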
BB579 growth dn – yeast BB579 growth reduction in restrictive medium. S. cerevisiae BB579 growth, OD615, 48 h. inhibition, % at 10 µM. actives 0.51% (n = 140,000). AID 804;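 active = inhibition above a set limit, 3 SD over the mean compound inhibition, cut at about 44% in these data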; also: inactives centre near -24
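Assay system – yeast BB579 (DeaD) · Dosing – single compound dose of 10 µM, 0.25% DMSO final · Detection – OD615 turbidity measurement · Buffer or medium – CSMM-D restrictive synthetic medium containing dextrose (glucose) · Benchmarks – positive control amphotericin B 10 µg/mL · Incubation – 48 h exposure, 30 °C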
HCT116 PTEN-null – PTEN-deleted cell growth suppression. AID 827. viability, % at 10 µM. HCT116 PTEN-null viability, CellTiter-Glo, 60 h; stronger effect = lower value. actives 1.2% (n = 140,000);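 active = viability at or below a set limit, 4 SD under the median of all tested compounds, cut at about 3.7% in these data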;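 also: PTEN knockout HCT116 line with beta catenin targeted HCT116 as companion control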
HCT116 bCat-KO – beta-catenin-lacking colon tumor cell growth suppression | HCT116 beta-catenin knockout viability, CellTiter-Glo, 60 h; stronger effect = lower value | viability, % at 10 µM | actives 1.5% (n = 140,000) | AID 818;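 active = viability at or under a set limit, the compound median less 4 SD, cut at about 6% in these data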;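 also: 0% = Hyamine 1622 control at 20 µM and 100% = untreated cell control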
Yeast lifespan up – extends the lifespan of yeast; S. cerevisiae growth with nicotinamide, OD615; deaD strain in restrictive glucose medium; inhibition of the nicotinamide effect, % at 10 µM; actives 0.68% (n = 130,000); AID 775;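 active = inhibition above a set limit, placed 3 SD over the median of all compounds, cut at about 26% in these data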;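 also: 0% = nicotinamide-treated wells and 100% = cells grown without nicotinamide; some compounds called inactive have numbers as strong as hits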
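Assay system: engineered S. cerevisiae DeaD replicative-lifespan strain, galactose-grown log-phase cells; medium: restrictive CSMM-D dextrose medium; also added: nicotinamide, 1.5 mM, co-present with compound; schedule: 48 h compound exposure at 30 °C, humidified; detection: absorbance at 615 nm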
Phagocyt inh – macrophage phagocytosis inhibition. AID 1029. actives 0.07% (n = 110,000). inhibition, % at 5 µM. J774A.1 macrophage IgG-bead phagocytosis, imaging;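 active = inhibition above the mean of the plate negative controls plus 5 SD, cut at about 13% in these data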;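 also: phagocytic index as fraction of beads internalized from green versus red external bead signal; plate controls were DMSO negative control for no effect and cytochalasin-D positive control for full effect; some results beyond the cut were filed as inactive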
* = called active by the depositor; nt = no result given.

mol,MRP-1 activ,GALR2 blocker,NPY-Y2 antag,Measles CPE,E-sel TNF inh,BB579 growth dn,HCT116 PTEN-null,HCT116 bCat-KO,Yeast lifespan up,Phagocyt inh
CCc1nccn1S(=O)(=O)c1ccc(Br)cc1Br,-1.8,8,8,0,-4,-17,95,106,-14,0
COc1ccccc1OCCN1CSC(=S)N(C)C1,-4.5,8,3,34*,21,53*,5,4.0*,14,0
Cc1nn(C)c(C(=O)N2CCN(C(=O)c3ccco3)CC2)c1Br,-2.4,-18,0,11,nt,-15,87,89,3,-6
CCOC(=O)CC(=O)CSc1nc2sc(C)cc2c(=O)n1Cc1ccco1,-0.8,1,-1,3,-1,-85,96,89,-7,-1
Nc1nonc1C(=O)N/N=C/c1ccc(-c2cccc([N+](=O)[O-])c2)o1,-0.2,-4,0,2,7,-46,91,99,-6,-1
Cc1oc(-c2cccc(Cl)c2)nc1CN1CCC(C(=O)NCc2ccco2)CC1,-1.6,-9,3,nt,6,-68,93,97,-13,-2
O=C(NC1CCCC1)c1ccc(S(=O)(=O)N2CCOCC2)cc1,-2.2,-11,7,12,-6,-2,101,104,-14,0
Cc1ccc(C)c(CSc2nnc(-c3cccnc3)n2N)c1,-3.5,0,1,5,nt,2,88,95,-6,0
Nc1ccc(-c2cc(-c3ccc(N)cc3)nc(-c3ccccc3)n2)cc1,-1.1,-8,-5,5,nt,-41,93,92,1,7
CC1CN(CCc2ccccc2)c2nc3c(c(=O)[nH]c(=O)n3C)n2C1 (centres undefined),-1.3,9,1,3,4,-27,97,95,-7,0
CC(C)(C)C(=O)NC(=S)Nc1ccccc1C(N)=O,-1.3,9,2,14,nt,-25,97,97,2,-7
O=C(CCN1C(=O)C2CC=C(Cl)CC2C1=O)NC1CCCCC1 (centres undefined),-0.5,-14,2,6,14,-22,96,93,0,0
COc1ccc(C(C)=O)cc1CSc1nc2cc(Cl)ccc2o1,2.3,-13,4,4,3,-63,89,88,-10,0
CCc1nnc(NC(=O)CSc2nc3c(c(=O)n2C)SC(C)C3)s1 (centres undefined),0.2,14,2,21,-15,8,99,96,-3,0
Cc1cc2cc3c(cc2nc1SCC(=O)OC(C)C)OCO3,-3.0,1,2,15,nt,-32,104,95,-5,-1
CCOc1cc(C)c(C(C)C)cc1S(=O)(=O)N1CCN(C)CC1,-0.5,5,0,7,19,-11,78,83,-15,0
Cc1ccc(S(=O)(=O)NNC(=O)c2snnc2C)cc1,-3.0,-13,4,4,-3,14,103,94,-1,nt
COc1ccccc1CNC(=O)CN(c1ccc(C)cc1)S(=O)(=O)c1c(C)nn(C)c1C,-1.8,-3,6,4,4,-7,98,92,-7,2
CCn1c(=O)n(CC(=O)Nc2cccc(OC)c2)c(=O)c2ccccc21,-1.2,12,3,15,-27,-37,99,98,-12,-1
CC(=O)Nc1ccc(S(=O)(=O)N(Cc2ccccc2)C(C)C)cc1,-3.7,3,-1,7,-8,-37,22,16,1,nt
COCCCNC(=O)COc1cc(C)c(Cl)c(C)c1,1.1,10,4,21,15,-30,95,106,-8,-1
COc1ccc(OC)c(Nc2nc(-c3ccc(O)c(O)c3)cs2)c1,-1.4,17,0,-1,-18,-44,20,27,-14,2
COc1cc2c(cc1OC)CN(CC(=O)Nc1cccc(C)c1)CC2,-2.7,7,5,5,-23,-45,81,76,2,nt
c1ccc(C[n+]2cccc3c4ccccc4ccc32)cc1,-3.4,2,13,12,-17,-4,12,10,-15,nt
O=C(NCCCNCCCNC(=O)c1ccccn1)c1ccccn1,-1.3,-4,2,12,nt,-22,90,87,-8,-1
COc1ccc(N2CCN(CC(O)COc3ccccc3[N+](=O)[O-])CC2)cc1 (centres undefined),-1.3,-28,2,7,nt,-42,89,91,17,-2

Reformatted: results already given.
Each structure is followed by: MRP-1 activ, GALR2 blocker, NPY-Y2 antag, Measles CPE, E-sel TNF inh, BB579 growth dn, HCT116 PTEN-null, HCT116 bCat-KO, Yeast lifespan up, Phagocyt inh
Cc1oc(-c2cccc(Cl)c2)nc1CN1CCC(C(=O)NCc2ccco2)CC1
    -1.6, -9, 3, nt, 6, -68, 93, 97, -13, -2
COc1ccc(N2CCN(CC(O)COc3ccccc3[N+](=O)[O-])CC2)cc1 (centres undefined)
    -1.3, -28, 2, 7, nt, -42, 89, 91, 17, -2
Nc1nonc1C(=O)N/N=C/c1ccc(-c2cccc([N+](=O)[O-])c2)o1
    -0.2, -4, 0, 2, 7, -46, 91, 99, -6, -1
CCOc1cc(C)c(C(C)C)cc1S(=O)(=O)N1CCN(C)CC1
    -0.5, 5, 0, 7, 19, -11, 78, 83, -15, 0
CCOC(=O)CC(=O)CSc1nc2sc(C)cc2c(=O)n1Cc1ccco1
    -0.8, 1, -1, 3, -1, -85, 96, 89, -7, -1
Cc1ccc(C)c(CSc2nnc(-c3cccnc3)n2N)c1
    -3.5, 0, 1, 5, nt, 2, 88, 95, -6, 0
